# Screening data (PubChem)
# FXN GAA850 act: frataxin GAA850 promoter activation | HEK293 lucGAA850 FXN promoter luciferase reporter, 24 h; percent of 10 µM SAHA response | activation, % at 6 µM | hit rate 0.56% among 360,000;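 active means activation above the average of all compounds screened plus 3 SD, cutoff fixed separately per campaign, cut at about 7.5% in these data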;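 further: 0% = DMSO wells and 100% = 10 µM SAHA wells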
# ADAM10 inh: ADAM10 inhibition, QFRET primary screen; hit rate 0.62% among 370,000; recombinant ADAM10, EDANS/DABCYL FRET peptide cleavage, 3 h; inhibition, % at 7 µM;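 active means inhibition above a per-campaign cutoff equal to the mean of compounds falling between control-based bounds plus 3 SD, cut at about 20% in these data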;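 further: 0% = DMSO wells while the 100% control is not disclosed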
# DDE Tn6 FP inh: inhibitors of Tn6 peptide binding to human fibrin DD(E). P02675. Fibrin DD(E) TRITC-Tn6 fluorescence polarization displacement. inhibition, % at 8.3 µM. hit rate 0.21% among 370,000. AID 720509;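 active means inhibition above a per-campaign cutoff: mean of compounds within control limits plus 3 SD, cut at about 15% in these data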;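 further: 0% = median of all compound wells on the plate and 100% = blocking peptide control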
# NPR1 activator: GC-A (human) enzyme activation; HEK293 GC-A cells, cGMP TR-FRET, EC30 ANP; 0% at EC30 ANP, 100% saturating ANP; hit rate 0.14% among 370,000; activation, % at 10 µM; P16066; in the data active means activation above about 40%
# rCAG binder: molecules binding r(CAG) RNA repeats; r(CAG) RNA repeat, TO-PRO-1 dye displacement fluorescence; hit rate 1.3% among 370,000; inhibition, % at 3 µM; AID 651821;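 active means inhibition above the plate cutoff, the mean of all test compounds on that plate plus 3 SD, cut at about 35% in these data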;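 further: 0% = DMSO alone and 100% = 100 µM mitoxantrone as full dye displacement; higher means more dye released from RNA so lower well fluorescence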
# ARFGAP1 inh: rat ARFGAP1 inhibition. Q62848. Arfgap1-stimulated ARF1 GTP hydrolysis, GDP FP detection. inhibition, % at 16.5 µM. hit rate 0.26% among 360,000. AID 651572;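 active means inhibition above a per-plate limit, mean inhibition of low control wells plus 3 SD, cut at about 25% in these data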;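 further: 0% = DMSO wells with enzyme and 100% = wells lacking Arfgap1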
# Target sequence (Q62848 1-136 limits assumed): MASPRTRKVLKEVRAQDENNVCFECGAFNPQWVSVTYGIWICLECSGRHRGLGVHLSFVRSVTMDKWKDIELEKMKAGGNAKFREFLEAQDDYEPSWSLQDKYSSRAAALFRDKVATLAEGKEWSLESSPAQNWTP
#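 Material: rat Arfgap1 GAP domain (His6, aa 1-136), purified enzyme. Also added: human ARF1(Δ1-17)-GTP substrate. Compound dosing: 16.5 µM single point, 1.26% DMSO. Timing: enzyme reaction 120 min at 25 °C after 20 min preincubation. Signal: GDP detection by fluorescence polarization. Read-out basis: percent inhibition of GAP-stimulated GDP formation, scaled between DMSO and no-Arfgap1 medians.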
# ASAP1 inh: blocks human ASAP1-stimulated Arf1 GTP hydrolysis; GDP FP detection; AID 624377; inhibition, % at 16.5 µM; hit rate 0.19% among 360,000; in the data active means inhibition above about 25%;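 further: 0% = vehicle with enzyme and substrate and 100% = no enzyme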
# Target sequence (Q9ULH1 325-724 limits assumed): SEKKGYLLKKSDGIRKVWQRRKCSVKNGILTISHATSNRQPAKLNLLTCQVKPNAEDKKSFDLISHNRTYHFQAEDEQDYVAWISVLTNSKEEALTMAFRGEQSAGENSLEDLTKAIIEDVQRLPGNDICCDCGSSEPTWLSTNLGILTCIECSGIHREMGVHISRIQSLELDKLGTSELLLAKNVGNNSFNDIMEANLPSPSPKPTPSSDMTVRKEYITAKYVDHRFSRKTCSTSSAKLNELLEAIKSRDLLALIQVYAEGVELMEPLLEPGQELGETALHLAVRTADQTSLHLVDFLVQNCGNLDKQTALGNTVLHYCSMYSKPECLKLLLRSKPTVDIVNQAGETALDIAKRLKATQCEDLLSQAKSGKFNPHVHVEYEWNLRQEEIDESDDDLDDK
# proKLK7 act: proKLK7 (human) activation, primary screen. purified proKLK7, EDANS-DABCYL substrate fluorescence; 100% is mature enzyme control, 0% vehicle. activation, % at 7 µM. hit rate 0.9% among 370,000. AID 652039;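 active means activation above the mean of all tested compounds plus 3 SD, computed per campaign excluding outliers beyond control limits, cut at about 13% in these data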
# NPR2 activator: GC-B (human) receptor activation; P20594; HEK293-GC-B cells, CNP EC30, cGMP TR-FRET; 0% at EC30 CNP, 100% saturating CNP; activation, % at 10 µM; hit rate 0.11% among 370,000; AID 1920062;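 active means activation at 10 µM reaching about 35% in either raw or pattern-adjusted values, limit read from the data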
# sPLA2-III inh: Inhibits HGIII-sPLA2 liposome hydrolysis, primary screen | QFRET BODIPY PC-A2 liposome hydrolysis, fluorescence | inhibition, % at 12.2 µM | hit rate 0.56% among 370,000;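 active means inhibition above mean plus 3 SD of compounds lying within the high and low control bounds, cut at about 19% in these data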;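 further: 0% = median of test compound wells and 100% = no enzyme DMSO wells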
# Target sequence (Q9NZ20 whole entry, looked up): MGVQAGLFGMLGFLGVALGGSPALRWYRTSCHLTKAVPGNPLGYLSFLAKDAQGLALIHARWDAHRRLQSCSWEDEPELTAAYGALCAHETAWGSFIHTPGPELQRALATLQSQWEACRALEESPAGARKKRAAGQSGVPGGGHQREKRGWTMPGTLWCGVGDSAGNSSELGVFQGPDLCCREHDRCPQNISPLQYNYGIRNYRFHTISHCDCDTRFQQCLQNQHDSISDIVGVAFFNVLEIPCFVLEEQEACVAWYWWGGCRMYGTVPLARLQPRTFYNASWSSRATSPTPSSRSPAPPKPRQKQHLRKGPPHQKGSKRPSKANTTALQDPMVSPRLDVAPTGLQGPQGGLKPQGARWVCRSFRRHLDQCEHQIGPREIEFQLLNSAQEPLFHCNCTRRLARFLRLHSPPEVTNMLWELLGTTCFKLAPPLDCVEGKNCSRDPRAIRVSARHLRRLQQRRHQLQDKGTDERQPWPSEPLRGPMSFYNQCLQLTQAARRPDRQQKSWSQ
# Starred values were filed as active, the others as inactive; x = no result given.
# Order of results: FXN GAA850 act	ADAM10 inh	DDE Tn6 FP inh	NPR1 activator	rCAG binder	ARFGAP1 inh	ASAP1 inh	proKLK7 act	NPR2 activator	sPLA2-III inh
COc1cccc(OC)c1NC(=O)OC1CCC12CCC(c1ccccc1)CC2 (stereo not drawn)
 : x	-1	0	-3	x	x	x	x	-3	-7
CCSCCNC(=O)c1cc(-n2cnnc2)ccc1Cl
 : -2.4	-8	9	2	-2	4	-1	-0.3	5	8
COc1ccc(N=Cc2c(O)n(-c3ccc(OC)cc3)c(=O)c3ccccc23)cc1
 : 0.6	-8	6	3	-1	2	7	-2.6	4	-3
C=CCn1c(SCC(=O)Nc2ccc3c(c2)OCCO3)nnc1-c1ccco1
 : 2.0	1	-6	2	-3	9	2	0.1	1	4
COC(=O)c1cn(NC(=O)Cc2ccccc2OC)c(=O)c2ccccc12
 : 2.7	0	-7	-3	2	-2	-9	-1.7	-2	-7
Cc1ccc(OCCn2c(=S)[nH]c3c(N)ncnc32)cc1
 : 1.4	7	-3	1	4	12	-7	-0.6	-1	15
CC(C)OC(=O)CSc1ncnc2c1cnn2Cc1ccccc1
 : -2.4	-2	9	2	-11	-2	-1	-0.2	-1	-7
COc1ccccc1C(=O)N1CCCC(c2nc(-c3cccs3)no2)C1 (stereo not drawn)
 : x	-11	1	2	0	x	x	0.1	-2	7
Cn1c(CCCNC(=O)c2ccco2)nc2ccccc21
 : 0.3	-7	4	1	32	-15	4	0.0	2	4
CCOc1ccc(-c2[nH]ncc2-c2csc(C)n2)c(O)c1
 : -1.5	3	-4	-2	-2	3	-3	-0.3	-3	-32
Cc1ccc(NC(=O)CC(C)S(=O)(=O)c2ccc3c(c2)NC(=O)CO3)c(Cl)c1 (stereo not drawn)
 : -0.3	-4	-1	1	-3	7	6	0.6	-1	-5
Cc1cc(NC(=O)Cn2cc([N+](=O)[O-])cn2)no1
 : 0.7	7	1	-4	2	9	-2	0.1	3	7
Cc1ccc(Nc2ncnc3c2oc2ccccc23)cc1
 : 4.7	-8	-4	-2	1	2	5	0.9	-5	4
O=C(CC(C(=O)O)c1c[nH]c2ccccc12)c1ccccc1 (stereo not drawn)
 : -0.4	-6	-3	-1	8	8	14	-0.5	-5	-1
COc1cc(F)ccc1-c1csc(C(NC(C)=O)c2ccc(F)c(F)c2)n1 (stereo not drawn)
 : -2.5	-15	-1	-6	-1	-2	4	-0.5	-13	11
O=S(=O)(c1ccccc1)c1nc(-c2ccco2)oc1NCc1ccccc1
 : 1.1	-3	6	-2	-1	-6	-4	1.1	1	-5
COc1cc(C(C)=O)ccc1OCC(O)CN1CCN(c2ccccc2)CC1 (stereo not drawn)
 : 0.6	-4	-2	4	-12	3	-8	0.4	-13	-4
CCOc1ccc(Oc2c(/C=N/NC(=O)COc3ccccc3OC)c(C)nn2-c2ccccc2)cc1
 : -4.7	16	-3	13	5	0	1	-0.1	10	-21
CC(C)(C)c1ccc(CS(=O)CC(O)CO)cc1 (stereo not drawn)
 : -0.6	-2	-11	-1	-1	5	-2	-0.3	2	10
C[C@H](c1ccccc1)N1C[C@H](COCc2ccccc2)Oc2cc(N3CC[C@@H](O)C3)ccc2S1(=O)=O
 : x	13	-5	-5	11	-10	-4	0.1	-6	8
Cc1ccc2[nH]c(=O)c(CN(CCCN3CCOCC3)C(=O)NC3CCCCC3)cc2c1
 : -2.3	-57	7	-6	-6	4	-2	0.4	-4	-3
c1ccc(N2CC[N+]3(CCCC3)CC2)nc1
 : -1.0	-5	-3	-3	-2	-3	-5	-0.8	1	17
Cc1ccc(S(=O)(=O)Cc2csc(N)n2)cc1
 : -0.2	3	-1	-3	0	-2	-17	-0.5	4	3
CC1=CC(C)(C)N(S(=O)(=O)c2ccc(C)cc2)c2cc(C)ccc21
 : -3.3	5	7	-17	-7	-11	-4	-0.2	-9	7
COc1cccc(CNC(=O)[C@@H]2CCCN2C(=O)[C@@H]2CCCN2C(=O)c2cccs2)c1
 : x	-5	-1	-1	2	-6	-16	-0.4	1	11
COc1ccc(S(=O)(=O)N2CCOCC2)cc1NC(=O)Cc1c(Cl)cccc1Cl
 : 2.5	-10	0	3	7	1	3	-0.1	0	4
CCn1nnnc1SCC(=O)Nc1ccc(F)cc1
 : -0.2	12	-1	2	2	-18	6	0.0	5	8
Cc1c2cn[nH]c(=O)c2c(C)n1-c1ccccc1
 : 3.8	-11	5	-3	0	2	1	-0.8	4	1
Cc1ccc([C@H]2C(C(=O)O)=CC[C@@H](c3cccc(C)c3)N2S(=O)(=O)c2ccc(C)cc2)cc1
 : -1.4	-2	7	0	10	-5	0	-0.2	-7	0
COC(=O)[C@H](CCSC)NS(=O)(=O)c1ccccc1Br
 : -1.6	2	-2	0	-2	0	3	-0.3	2	-7
Cc1nc([N+](=O)[O-])cn1Cc1cccc2ccccc12
 : -1.3	4	3	2	7	9	-3	-0.3	3	-3
O=[N+]([O-])c1ccc(/C=C2\CCC(C3=CCCC3)=C2N2CCOCC2)cc1
 : 4.2	4	-5	5	7	7	-7	0.3	2	3
CN(C(=O)c1cccc(NC(=O)Cc2ccc(NC(=O)C3CCN(C(=O)C4CCCCC4)CC3)cc2)c1)C1CCC1
 : -2.1	2	8	1	1	-8	9	0.5	1	-16
CCOC(=O)C1CCN(C(=O)CN(c2ccc3c(c2)OCCO3)S(C)(=O)=O)CC1
 : 0.0	4	-6	2	-3	4	-5	0.4	-3	1
CC(C)(C)CCN1CCC(CN2CCNC(=O)C2=O)CC1
 : 0.3	-6	-2	4	2	-4	-4	0.0	1	8
COc1cc2sc3ccc(-c4ccc(CN5CCOCC5)cc4)cc3c(=O)c2cc1OC
 : 0.8	-85	18*	4	6	2	-4	-2.9	0	-5
CC(C)(C)SCCNC(=O)CN(c1ccc(F)cc1)S(C)(=O)=O
 : 2.6	3	4	-1	-3	-9	4	0.3	-2	6
Cc1ccc([N+](=O)[O-])c(-c2n[nH]c(=S)n2-c2cccc(Cl)c2)c1
 : 0.0	2	-10	-3	4	5	-13	-0.5	-3	31*
CCn1c(-c2ccccc2Cl)nn(CC(=O)Nc2ccc(OC)cc2)c1=S
 : -3.4	-6	0	-2	-1	-1	5	0.4	3	-9
O=C1NCCCC1C(=O)N/N=C/c1ccccc1 (stereo not drawn)
 : 3.0	2	-1	0	1	-4	-6	0.1	6	0

# Compound profiles, as listed above. Order of screens: FXN GAA850 act, ADAM10 inh, DDE Tn6 FP inh, NPR1 activator, rCAG binder, ARFGAP1 inh, ASAP1 inh, proKLK7 act, NPR2 activator, sPLA2-III inh
# Entry for `COc1cc2sc3ccc(-c4ccc(CN5CCOCC5)cc4)cc3c(=O)c2cc1OC` = 0.8, -85, 18*, 4, 6, 2, -4, -2.9, 0, -5
# Entry for `O=[N+]([O-])c1ccc(/C=C2\CCC(C3=CCCC3)=C2N2CCOCC2)cc1` = 4.2, 4, -5, 5, 7, 7, -7, 0.3, 2, 3

# Next section.
# Order of results: FXN GAA850 act	ADAM10 inh	DDE Tn6 FP inh	NPR1 activator	rCAG binder	ARFGAP1 inh	ASAP1 inh	proKLK7 act	NPR2 activator	sPLA2-III inh
COc1ccc(NCC(=O)Nc2c(C)cccc2C)cc1S(=O)(=O)N1CCOCC1
 : 0.4	0	1	-2	2	-9	-1	-0.4	-2	1
O=C(NCc1ccc2c(c1)OCO2)C1CCN(Cc2cnn(-c3ccccc3)c2-n2cccc2)CC1
 : 2.3	3	0	2	4	1	6	-0.4	-5	-9
c1cnc2ccc(C(c3nnnn3C3CCCCC3)N3CCN(C4CCCCC4)CC3)cc2c1 (stereo not drawn)
 : -0.6	-4	3	0	-6	1	8	-0.2	4	-4
COc1cc(S(=O)(=O)N2CC(=O)Nc3ccccc32)ccc1NC(C)=O
 : -0.3	-14	3	1	5	6	-6	2.1	1	-2
CCOc1ccc(NC(=O)CN(C)C(=O)c2cccnc2Sc2ccc(C)cc2C)cc1OCC
 : 1.4	4	-14	0	-2	-2	8	0.4	5	-11
O=c1cc(Nc2ccc3c(c2)OCCO3)[nH]c(=O)n1C1CCCCC1
 : -6.9	1	-2	-1	8	16	-4	-0.2	-2	8
O=C(O)C(CCc1ccccc1)N1C(=O)c2ccccc2C1=O (stereo not drawn)
 : 0.8	-4	-8	4	4	7	5	0.1	-1	1
Cc1cccc(/C=C2/Sc3ccc(C(=O)NCCCN4CCOCC4)cc3NC2=O)c1
 : 0.5	0	-3	6	0	11	6	-0.9	2	-14
COCCSc1nnc(NC(=O)c2cc(C(=O)OC)cc([N+](=O)[O-])c2)s1
 : 1.6	-2	1	-3	2	-2	14	0.4	-6	2
COc1ccc(-c2ccc(OC(=O)NC3CCS(=O)(=O)C3)cc2)cc1 (stereo not drawn)
 : 1.0	-5	-10	5	-1	15	-10	-0.7	-4	-2
CC(=O)N1CCN(C(=O)CSc2nnc(C)n2-c2ccccc2)CC1
 : 1.5	-6	-4	2	-1	-2	6	0.1	2	7
C[C@]12c3[nH]c4cc(-c5ccco5)ccc4c3CCN1C(=O)[C@@H](CC(=O)NCc1ccco1)C[C@@H]2C(=O)N1CCOCC1
 : -1.5	-425	-5	-2	6	-9	-1	75*	-3	-13
O=C1c2nc3cc(-c4ccco4)[nH]n3c(=O)c2CN1Cc1ccccc1
 : -1.2	-123	2	0	19	4	-9	6.2	-5	-2
O=C(C[n+]1ccc(C(=O)c2ccccc2)cc1)Nc1cccc([N+](=O)[O-])c1
 : x	-4	5	2	23	4	6	-0.8	-3	-46
COC(=O)Nc1ccc(S(=O)(=O)Nc2cnc3ccccc3n2)cc1
 : 0.4	-37	-1	1	1	4	5	-0.2	0	-5
COc1ccc(-c2noc(CN(C(=O)c3ccoc3C)C(C)C)n2)cc1
 : 3.6	5	-6	0	-4	14	1	0.8	3	8
CC(C)(C)NC(=O)CSc1ncnc2c1nnn2Cc1ccccc1Cl
 : -1.1	0	-3	1	-4	-2	14	-0.3	5	-1
COc1ccc(Cl)cc1NC(=O)CCCNC(=O)c1ccc(Cl)cc1
 : 0.4	2	-1	-25	-5	11	-16	-0.2	-13	-6
CCN(Cc1ccccc1)C(=O)c1ccc(C(=O)N(CC)Cc2ccccc2)cc1
 : 1.6	-10	3	0	-15	2	3	-1.0	4	-1
CN(C)S(=O)(=O)c1cccc(CSc2cccc[n+]2[O-])c1
 : 1.7	5	-2	0	-2	15	-15	0.1	7	0
Cc1nnc(SCC(=O)Nc2ccc3c(c2)OCCO3)n1N
 : 1.0	-6	-3	1	4	-4	1	0.7	0	7
CC(C)(C)CNC(=O)c1cccc2c1C(=O)c1ccc(N3CCCC3)cc1S2(=O)=O
 : -0.9	4	2	1	-18	4	-4	-17	8	-19
CCOC(=O)C1CCN(C(=O)C2CCN(S(=O)(=O)c3c(C)noc3C)CC2)CC1
 : -0.5	4	4	-4	-5	5	5	-0.1	3	1
CCOc1ccccc1C(=O)N1CCC(C(=O)c2ccc(F)cc2)CC1
 : -0.4	-8	5	0	-7	-5	-6	-0.2	2	-1
O=C(CN1CCC(n2nnc3cc(F)ccc32)CC1)NC1CCCCC1
 : -0.3	-1	-11	-6	-9	-4	-3	0.9	1	-1
Cn1cc(CCC(=O)N2CCCC(Nc3ccc(F)cc3)C2)cn1 (stereo not drawn)
 : -1.2	2	0	1	0	14	-4	0.9	-4	3
O=C(CC1Oc2ccccc2NC1=O)NCCc1ccccc1 (stereo not drawn)
 : -0.7	-5	-1	1	-1	5	6	0.0	-10	8
